Screening results from PubChem.
BaF3 tox: parental Ba/F3 cell viability inhibition, counter-screen for JAK2V617F inhibitor project, murine pro-B, CellTiter-Glo luminescence. CellTiter-Glo ATP luminescence. inhibition, % at 5.6 µM. actives 1.1% (n = 220,000). AID 1486, 2009;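 active = inhibition above a per-campaign cutoff, the mean inhibition of all tested compounds plus 3 SD, cut at about 27% in these data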;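 also: 0% = DMSO wells and 100% = JAK Inhibitor I control wells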
S1P4 antagonist: S1P4 receptor antagonists, primary screen, cell-based; S1P4-expressing cells, antagonist mode, reporter read-out; inhibition, % at 4.98 µM; Sphingosine 1-phosphate receptor 4 (Homo sapiens), O95977; actives 0.26% (n = 220,000); in the data active = inhibition above about 29%;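 also: 0% = wells stimulated with agonist and 100% = vehicle wells without agonist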
Target sequence (O95977 whole entry, looked up): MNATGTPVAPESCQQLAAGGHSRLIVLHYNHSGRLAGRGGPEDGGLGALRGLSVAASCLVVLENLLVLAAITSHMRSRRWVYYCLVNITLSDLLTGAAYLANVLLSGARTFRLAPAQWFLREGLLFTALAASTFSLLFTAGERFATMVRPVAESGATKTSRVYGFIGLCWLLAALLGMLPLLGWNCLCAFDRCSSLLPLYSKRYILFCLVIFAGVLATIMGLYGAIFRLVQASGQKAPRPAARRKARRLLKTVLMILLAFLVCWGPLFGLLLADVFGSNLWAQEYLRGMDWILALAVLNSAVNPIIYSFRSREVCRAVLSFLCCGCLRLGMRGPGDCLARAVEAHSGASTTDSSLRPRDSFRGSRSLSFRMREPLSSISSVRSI
S1P4 ag: S1P4 receptor agonists, primary screen, cell-based; Sphingosine 1-phosphate receptor 4 (Homo sapiens), O95977; S1P4-expressing cell line, agonist reporter assay; activation, % at 4.98 µM; actives 0.35% (n = 220,000); AID 1509, 2009; in the data active = activation above about 11%;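 also: 0% = DMSO vehicle and 100% = reference agonist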
Ba/F3 V617F tox: reduced viability of JAK2V617F-dependent Ba/F3 cells, primary screen, JAK2V617F inhibitor project, cell-based, Ba/F3 EpoR-JAK2V617F, luminescence. inhibition, % at 5.6 µM. ATP luminescence. actives 1.1% (n = 220,000);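 active = inhibition above the campaign mean plus 3 SD over all tested compounds, cut at about 24% in these data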;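 also: cytokine-independent growth of Ba/F3 cells driven by EpoR plus mutant JAK2; 0% = DMSO-treated cells and 100% = JAK inhibitor I control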
PERK inhibitor: block of dimerizer-induced PERK translation repression, primary screen, PERK inhibitor project, CHO PERK-DD cells, SEAP luminescence, HTS; AID 1416, 2008; actives 0.17% (n = 220,000); inhibition, % at 5.6 µM; CHO PERK-DD fusion, SEAP luminescence translation reporter;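 active = inhibition above the mean inhibition of all tested compounds plus 3 SD, set separately per screening campaign, cut at about 2.9% in these data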;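 also: PERK kinase domain activated by AP20187 dimerizer at 100 nM; 0% = DMSO with dimerizer and 100% = rapamycin at 8.4 µM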
eIF4E-4G inh: eIF4E–eIF4G protein interaction inhibitors, primary screen, biochemical, uHTS, TR-FRET, eIF4GI fragment | TR-FRET eIF4E-eIF4GI(517-606) binding, 2 h | actives 0.37% (n = 220,000) | Eukaryotic translation initiation factor 4E (Mus musculus) + Eukaryotic translation … | AID 782, 2007 | inhibition, % at 21.7 µM;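 active = inhibition above about 30%, limit read from the data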;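 also: 0% = full FRET control wells and 100% = background wells lacking eIF4GI fragment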
NPY2 pot ag: NPY-Y2 potentiators or agonists, primary screen, cell-based | Neuropeptide Y receptor type 2 (Homo sapiens), P49146 | actives 0.45% (n = 220,000) | cells expressing NPY-Y2, potentiator/agonist read-out | AID 1359, 2008 | activation, % at 3.6 µM; in the data active = activation above about 27%;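 also: cells stimulated with NPY near EC25 plus isoproterenol at EC100; 0% = vehicle plus submaximal agonist and 100% = vehicle plus saturating agonist; some results beyond the cut were filed as inactive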
Wee1 degr inh: Wee1 degradation inhibitors, primary screen, cell-based, HeLa, Wee1K328M-luciferase, luminescence; actives 1.2% (n = 220,000); HeLa Luc-Wee1K328M stability; 100% = proteasome inhibitor MG132 effect; reporter increase, % at 5 µM; Wee1-like protein kinase (Homo sapiens), P30291;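 active = activation above the mean of all tested compounds plus 3 SD, set per screening run, cut at about 8.8% in these data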;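 also: cells exposed to compound for 20 h before luminescence read; 0% = DMSO alone and 100% = MG132 at 30 µM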
Mdm2 ligase inh: MDM2-luciferase reporter signal enhancers, primary screen, MDM2 E3 ligase inhibitor project, cell-based, luminescence, 1536-well | cell-based MDM2 ubiquitination luciferase reporter, 2 h; 0 = plate control, 100 = twice control, blank-subtracted | AID 1230, 2008 | actives 0.11% (n = 210,000) | signal enhancement, % at 5 µM;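 active = signal enhancement of 30% or more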;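 also: luminescence tracks abundance of the self-degrading MDM2-luciferase fusion protein; higher signal means inhibition of MDM2 E3 ligase activity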
Target sequence (Q00987 whole entry, looked up, the tested form may be a part): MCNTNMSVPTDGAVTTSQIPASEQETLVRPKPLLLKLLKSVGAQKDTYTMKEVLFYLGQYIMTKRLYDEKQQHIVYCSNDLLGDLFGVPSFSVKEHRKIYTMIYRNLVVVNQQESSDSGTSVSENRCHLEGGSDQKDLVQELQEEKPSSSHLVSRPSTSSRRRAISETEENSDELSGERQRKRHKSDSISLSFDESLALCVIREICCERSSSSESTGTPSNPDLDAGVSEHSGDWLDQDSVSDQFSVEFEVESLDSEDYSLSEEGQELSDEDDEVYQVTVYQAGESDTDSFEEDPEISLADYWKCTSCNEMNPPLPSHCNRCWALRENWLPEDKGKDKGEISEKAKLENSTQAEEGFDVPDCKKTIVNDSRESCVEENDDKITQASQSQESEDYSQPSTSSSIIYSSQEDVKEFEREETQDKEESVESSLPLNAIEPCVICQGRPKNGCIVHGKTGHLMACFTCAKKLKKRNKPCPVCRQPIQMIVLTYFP
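Material: Stable MDM2–luciferase fusion reporter cells | Amount: 2000 cells seeded into each well | Dosing: One concentration, 5 µM, with 0.2% DMSO | Incubation: 4 h cell settling then 2 h compound exposure, 37 °C | Measured by: Luciferase luminescence | Read-out basis: % enhancement relative to plate controls after blank subtraction | Benchmarks: Control and blank well means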
* hit, by the source's call; nt = no result given; [ ] = another dose, or the depositor's remark.

The first 2 records as a preview:
SMILES	BaF3 tox	S1P4 antagonist	S1P4 ag	Ba/F3 V617F tox	PERK inhibitor	eIF4E-4G inh	NPY2 pot ag	Wee1 degr inh	Mdm2 ligase inh
CCNc1nn2ccccc2c1/C=C(\C#N)C(=O)OCC	1	-8	-0.5	1	0.0	10	8	5	-9
COc1cccc(CNc2ncnc3cc(OC)c(OC)cc23)c1	2	-15	0.9	-3	-0.1	-3	-13	0	-3

Main list, from the first entry:
SMILES	BaF3 tox	S1P4 antagonist	S1P4 ag	Ba/F3 V617F tox	PERK inhibitor	eIF4E-4G inh	NPY2 pot ag	Wee1 degr inh	Mdm2 ligase inh
CCNc1nn2ccccc2c1/C=C(\C#N)C(=O)OCC	1	-8	-0.5	1	0.0	10	8	5	-9
COc1cccc(CNc2ncnc3cc(OC)c(OC)cc23)c1	2	-15	0.9	-3	-0.1	-3	-13	0	-3
COc1ccc(NC(=S)NNC(=O)c2cccs2)cc1	6	-24	-1.7	-4	1.7	-5	-8	3	-12
Nc1nn(-c2ccccc2Cl)cc1-c1nn[nH]n1	-3	6	-0.3	0	0.6	5	-10	-2	-10
COc1cccc(N2CCN(CC(=O)NC3=Nc4ccccc4N=C(C)C3c3ccccc3)CC2)c1 (centres undefined)	5	0	2.1	0	-2.5	-3	-12	5	-14
Oc1cccc(-c2nc3ccc4ccccc4c3c3c2CCC3)c1	3	10	-2.7	-3	0.2	6	-36	9.1*	0
CCCCCN1CC(O)=C(c2nc(-c3ccc(Cl)cc3)cs2)C1=N	2	6	-3.0	0	0.5	-11	-2	-1	1
O=C(O)c1ccc(N/N=C/c2ccc(-c3cccc(Cl)c3)o2)cc1	8	-14	13*	14	0.8	0	12	5	-13
CC1(C)CC2(CCO1)OC(=O)CC2C(=O)Nc1cccc2ccccc12 (centres undefined)	3	3	-2.6	-4	1.1	-1	9	-2	-3
CCN1CCCC1CN(Cc1cc2ccc(C)cc2[nH]c1=O)C(=S)Nc1ccc(F)cc1 (centres undefined)	13	0	-2.5	8	-0.9	5	-23	-3	-10
CCCCOc1ccc(OC(=O)c2cccnc2)cc1	0	9	-1.8	0	2.9	1	4	-1	-7
Cc1cccc(NC(=O)CSc2nc3[nH]ncc3c(=O)[nH]2)c1C	6	-1	0.9	0	1.0	-1[fluorescence artefact?]	-5	-1	0
Cc1cc(C)n(CC(=O)n2nc(C)cc2C)n1	6	-29	-4.0	-4	1.6	-3	8	-2	-3
COc1cc(CN2CCN(C(=O)CC(C)C)CC2)cc(OC)c1OC	0	-21	-1.1	-4	1.2	23	2	0	-17
O=C(C1=C[C@H](c2csc3ccccc23)C[C@H](OCc2ccc(CO)cc2)O1)N1CCOCC1	-1	-2	-0.3	-2	0.9	-2	-9	2	nt
CCN1CCN(Cc2cc(=O)oc3cc(C)cc(C)c23)CC1	4	-4	-0.8	2	-1.2	2	-15	0	-12
COc1ccc(C2(CNC(=O)c3ccc(OCC(C)C)cc3)CCOCC2)cc1	2	-5	-1.8	6	-0.2	4	-5	0	-5
O=C(NNc1cc(Cl)cc(Cl)c1)C1CCC1	-1	15	1.0	0	0.3	3	-1	-3	-7
O=C(N/N=C\c1cccc([N+](=O)[O-])c1O)C1COc2ccccc2O1 (centres undefined)	2	-8	0.3	2	-0.3	-4	9	0	-17
CC(/C=N/NC(=O)CSc1n[nH]c(=O)[nH]c1=O)=C\c1ccccc1	2	-13	0.6	1	-1.0	1	4	0	-14
CC(=O)Oc1ccc(-c2cccc(C(=O)NCC(=O)O)c2)cc1	1	-2	-1.3	2	0.6	1	-4	-2	-12
COc1ccc(OCC(=O)OCCN2C(=O)c3ccccc3C2=O)cc1	2	-47	0.2	1	0.0	3	0	-4	7
CCOC(=O)c1nnn(-c2nonc2N)c1CN1CCCCCC1	-4	-8	-0.1	-5	-0.1	3	-6	-2	-10
CCCCCCn1c(NCC)nc2c1c(=O)[nH]c(=O)n2C	1	-14	0.7	1	-0.3	-2[fluorescence artefact?]	2	3	-16
CN(C)/C=C(\C#N)C(=O)N/N=C/c1ccccc1	6	6	-1.3	1	0.7	-3	-14	2	16
CCc1cc(-c2n[nH]c(C)c2-c2nc(C)cs2)c(O)cc1OC	9	4	2.0	3	0.2	-4	1	4	-9
COc1ccc(S(=O)(=O)N(CCC#N)Cc2ccco2)cc1OC	2	-27	0.3	-6	-0.4	-4	-5	2	0
CCS(=O)(=O)c1ccc(O)c(NC(=O)c2cc(OC)c(OC)c(OC)c2)c1	-1	-7	0.5	-2	1.2	-13	12	5	-20
CC(C)OC(=O)Nc1ccc2c(c1)N(C(=O)N1CCN(C)CC1)c1ccccc1CC2	29*	3	-2.7	25*	-1.8	-3	-10	11*	-17
C/C(=N/O)c1c(O)c(C)c(-c2ccccc2)n(-c2ccccc2)c1=O	9	-9	-0.2	3	0.9	0[fluorescence artefact?]	5	-1	-14
Cc1cc(C)n2nc(SCCC(=O)NCCc3ccccc3)nc2n1	3	-24	1.9	-2	-0.8	0[fluorescence artefact?]	0	0	-15
COc1ccc(NC(=O)COC(=O)COc2cccc(Br)c2)cc1OC	4	0	-0.7	-2	1.3	2	-10	-1	22
N#Cc1cc2c(nc1SCC(=O)Nc1sc3c(c1C#N)CCC3)CCCCC2	6	-14	-0.9	-1	0.3	-31[fluorescence artefact?]	0	0	-29
O=c1[nH]c2ccccc2n1C1=CCCC1	2	-26	1.0	3	1.8	-5	8	-2	-15
Cc1cc(C)cc(C(=O)NC(=S)Nc2ccc(-c3cc4ccccc4oc3=O)cc2)c1	4	-16	1.2	4	0.7	0	-7	-2	-20
COc1ccc(C2CC(c3ccco3)n3ncnc3N2)cc1 (centres undefined)	-1	-11	0.4	-2	0.5	1	-1	1	-11
Cc1c(C(=O)N2CCCCC2C)sc2ncnc(N3CCc4ccccc4C3)c12 (centres undefined)	6	-9	0.9	0	-0.8	4	-11	3	-2
CCc1c(C)sc(NC(=O)c2cc(C)no2)c1C#N	7	-23	0.1	-2	0.9	5	-6	0	-3
CCOc1cccc2sc(NC(=O)CC)nc12	2	-14	-1.1	-5	-0.6	-1	-13	-1	-9
O=C(CCCc1ccccc1)NCCCN1CCOCC1	1	-12	0.9	-2	0.8	2	-3	-1	-4

Part of the list above in order of SMILES length, low to high:
SMILES	BaF3 tox	S1P4 antagonist	S1P4 ag	Ba/F3 V617F tox	PERK inhibitor	eIF4E-4G inh	NPY2 pot ag	Wee1 degr inh	Mdm2 ligase inh
CCCCOc1ccc(OC(=O)c2cccnc2)cc1	0	9	-1.8	0	2.9	1	4	-1	-7
Cc1cc(C)n(CC(=O)n2nc(C)cc2C)n1	6	-29	-4.0	-4	1.6	-3	8	-2	-3
Cc1cc(C)n2nc(SCCC(=O)NCCc3ccccc3)nc2n1	3	-24	1.9	-2	-0.8	0[fluorescence artefact?]	0	0	-15
COc1ccc(NC(=O)COC(=O)COc2cccc(Br)c2)cc1OC	4	0	-0.7	-2	1.3	2	-10	-1	22
CC(C)OC(=O)Nc1ccc2c(c1)N(C(=O)N1CCN(C)CC1)c1ccccc1CC2	29*	3	-2.7	25*	-1.8	-3	-10	11*	-17
COc1cccc(N2CCN(CC(=O)NC3=Nc4ccccc4N=C(C)C3c3ccccc3)CC2)c1 (centres undefined)	5	0	2.1	0	-2.5	-3	-12	5	-14

Other results follow.
SMILES	BaF3 tox	S1P4 antagonist	S1P4 ag	Ba/F3 V617F tox	PERK inhibitor	eIF4E-4G inh	NPY2 pot ag	Wee1 degr inh	Mdm2 ligase inh
CCOC(=O)c1cc2c(s1)-c1c(C)cccc1OC2	2	-23	3.4	-2	0.7	0	-5	0	-6
COc1ccc(C2(C(=O)Nc3ccc(S(N)(=O)=O)cc3)CCCC2)cc1	6	19	1.2	1	0.1	0	0	4	-7
Cc1ccc(SCC(=O)c2c(C)[nH]c3ccccc23)cc1	2	11	3.0	-5	-0.2	0	0	-1	-5
Cc1cccc(C)c1OCC(=O)Nc1ccc(N2CCOCC2)cc1	2	9	-0.9	-2	0.9	6	-6	0	-18
CCCn1c(SCc2nc3sc(C)c(C)c3c(=O)[nH]2)nc2ccccc2c1=O	1	1	2.0	-1	0.6	3[fluorescence artefact?]	4	2	-15
OCCN1CNC(=S)NC1	0	-8	0.5	-4	-0.1	7	-2	-2	-2
CCCCOc1cccc(OCC(=O)Nc2nc3ccccc3[nH]2)c1	-1	-9	-0.3	-3	-1.1	23[fluorescence artefact?]	-3	3	9
O=C(c1cc(Cl)ccc1Cl)N1CCOCC1	7	-5	0.6	-1	1.5	3	5	-1	0
CN(C)c1cccc(C(=O)NNC(=S)NC2CCCC2)c1	-4	-21	2.5	-2	1.4	5	11	0	-15
CC(=O)c1cc2c(cc1NC(=O)CN1CCN(c3cccc(C(F)(F)F)c3)CC1)OCO2	6	1	2.8	3	0.3	1	-6	-2	9
Cc1ccnn1CCC(=O)O	0	1	0.7	-1	0.6	0	9	-4	-13
COc1ccccc1-n1c(=S)sc2c(=O)n(Cc3ccco3)c(SC)nc21	5	-9	-0.9	-4	0.3	-2	10	1	-10
COc1ccc(-c2nn(-c3ccccc3)cc2C(=O)n2nnc3ccccc32)cc1	4	0	-3.4	0	0.8	-34	4	0	-5
CCC(=O)N1CCCn2c1nc1ccccc12	3	0	0.9	0	1.2	3	7	0	6
COc1cccc(C(Nc2ccccn2)c2oc(CO)cc(=O)c2O)c1 (centres undefined)	0	-3	1.0	-2	0.9	7	9	0	0
COc1ccccc1C(=O)NCCn1cc(SCC(=O)Nc2nnc(C)s2)c2ccccc21	6	-1	0.4	5	-0.7	-7	4	5	-11
CCCC1(C(=O)O)NC(c2ccc(OC)cc2O)C2C(=O)N(c3ccc(OC)cc3)C(=O)C21 (centres undefined)	2	-3	0.6	-4	0.9	3	12	-2	-19

Copied from the list.
S1P4 ag result of `CCN1CCN(Cc2cc(=O)oc3cc(C)cc(C)c23)CC1` is entered as -0.8
S1P4 ag result of `CCC(=O)N1CCCn2c1nc1ccccc12` is entered as 0.9
S1P4 antagonist result of `O=C(C1=C[C@H](c2csc3ccccc23)C[C@H](OCc2ccc(CO)cc2)O1)N1CCOCC1` is entered as -2
Mdm2 ligase inh result of `Cc1cccc(C)c1OCC(=O)Nc1ccc(N2CCOCC2)cc1` is entered as -18
eIF4E-4G inh result of `CN(C)/C=C(\C#N)C(=O)N/N=C/c1ccccc1` is entered as -3
eIF4E-4G inh result of `CCCCOc1cccc(OCC(=O)Nc2nc3ccccc3[nH]2)c1` is entered as 23[fluorescence artefact?]
Ba/F3 V617F tox result of `COc1cccc(N2CCN(CC(=O)NC3=Nc4ccccc4N=C(C)C3c3ccccc3)CC2)c1` (centres undefined) is entered as 0

Not a hit list. Share with any hit: about 4.1%.
